Mito fusion yeast = inhibitors of mitochondrial division or activators of mitochondrial fusion | S. cerevisiae fusion-defective mutant growth rescue, CellTiterGlo 48 h | Potency, µM (doses to about 46.1 µM), without a hit: at the highest dose growth rescue (activation), hits mostly activators | 320,000 compounds, 0.23% hits;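 further: potency means the concentration at half of the fitted maximal effect; % of control where 0% means no effect; nearly all actives have a fitted effect of over 45% in size; temperature-sensitive fusion mutants such as fzo1-1 at 37 °C on non-fermentable ethanol glycerol medium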
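Read-out: ATP-based luminescence (CellTiterGlo, 10 min ambient) reporting growth of fusion-defective ts yeast after 48 hours at 37C on glycerol/ethanol YPEG medium in the presence of compound.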
KCNH2 3.1 block = inhibitors of human KCNH2 3.1 potassium channel isoform; U2OS KCNH2 3.1, thallium flux FluxOr; stronger effect = lower value; activity change, % (tested at about 1.8 µM); 340,000 compounds, 0.95% hits; AID 720553;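 active means maximum activity change below -70%; inconclusive means maximum activity change from -70% to -50%; inactive means maximum activity change above -50%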;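 further: thallium influx rate constant from kinetic fluorescence after stimulation buffer; on the % scale 0 is the no-effect control and ±100 the full control effect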
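Thallium flux via FluxOr fluorescence (Red40 quencher, 45 min loading) in U2OS cells virally expressing the KCNH2 3.1 isoform (1.77 x 10^8 /mL virus, overnight at 37 C). Rate constants from 2-min kinetic reads post-stimulation, normalised to positive and negative controls.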
ELG1 repair inh = ELG1-dependent DNA repair inhibition | HEK293T ELG1-luciferase reporter, luminescence, 16 h; DNA damage induced by 5-fluorouridine | Potency, µM (highest dose often 46.1 µM), without a hit: at the highest dose activity change, negative = inhibition, actives largely listed as inhibitors | 330,000 compounds, 2.3% hits | AID 504467; further: potency means the concentration at half of the fitted maximal effect; on the % scale 0 is the no-effect control and ±100 the full control effect; nearly all actives have a fitted effect of over 55% in size
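HEK293T cells expressing luciferase-tagged ELG1 (2,000/well) received 5-Fluorouridine plus compound or DMSO for 16 hr at 37 °C. Luciferase was read by ONE-Glo luminescence after 30 min at room temperature.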
Rab9 prom act = activates the Rab9 promoter. Potency, µM (top dose mostly 9.22 µM), inactives show at the highest dose activation, negative = inhibition, actives largely listed as activators. 320,000 compounds, 2.8% hits. Huh7 Rab9 promoter-luciferase reporter, luminescence, 24 h. AID 485297; further: potency means the concentration at half of the fitted maximal effect; % of control where 0% means no effect; nearly all actives have a fitted effect of over 60% in size
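Cells were plated at 1500 per well in reduced-serum medium with 10% FBS and left 2 h. Compound in DMSO was then added for 24 h at 37 °C. Reporter signal was read by luminescence after 10 min with luciferase detection reagent.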
FLuc modulator = counter-screen for miR-21 project: firefly luciferase inhibitors or activators. AID 588342. 360,000 compounds, 6.9% hits. purified FLuc, Km substrates, luminescence inhibition. Potency, µM (series often up to 57.5 µM), without a hit: at the highest dose activity change, negative = inhibition, actives largely listed as inhibitors. P08659;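 further: potency means the concentration at half of the fitted maximal effect; plate controls were vehicle for no effect and reference inhibitor for full effect; nearly all actives have a fitted effect of over 55% in size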
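Purified P. pyralis luciferase (10nM final) with 10uM D-luciferin and 10uM ATP (Km levels) in 50mM Tris acetate pH 7.5, 10mM Mg acetate, 0.01% Tween-20, 0.05% BSA; qHTS 6-point titration, ~60 µM downward; luminescence read.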
Menin-MLL TR inh = inhibitors of human menin-MLL interaction, mutant MLL peptide; O00255; Menin + Texas Red MLL mutant peptide, fluorescence polarization; Potency, µM (doses to about 61.6 µM), inactives show at the highest dose FP activity change, negative = inhibition, usual class: inhibitors; 270,000 compounds, 0.23% hits; AID 1768; active means well fitted inhibition curve with a large enough effect in the polarisation, with a control signal flat, not every such curve was filed as active; inconclusive means small, poorly fitted or top-dose-only effect, or effect the other way, or a change in a side signal; inactive means no such curve, though single readings can be large or run the other way; the % refers to the polarisation; further: potency means the concentration at half of the fitted maximal effect; % of control where 0% means no effect; many of its hits are not listed in these tables
RORg inh = blocks mouse ROR gamma transcriptional activity. P51450. AID 2551. Drosophila S2 Gal4-RORgamma UAS-luciferase reporter, 20 h. Potency, µM (top dose mostly 53.6 µM), inactives show at the highest dose activity change, negative = inhibition, usual class: inhibitors. 310,000 compounds, 5.4% hits; further: potency means the concentration at half of the fitted maximal effect; on the % scale 0 is the no-effect control and ±100 the full control effect; nearly all actives have a fitted effect of over 60% in size
Target sequence (P51450 whole entry, looked up, the tested form may be a part): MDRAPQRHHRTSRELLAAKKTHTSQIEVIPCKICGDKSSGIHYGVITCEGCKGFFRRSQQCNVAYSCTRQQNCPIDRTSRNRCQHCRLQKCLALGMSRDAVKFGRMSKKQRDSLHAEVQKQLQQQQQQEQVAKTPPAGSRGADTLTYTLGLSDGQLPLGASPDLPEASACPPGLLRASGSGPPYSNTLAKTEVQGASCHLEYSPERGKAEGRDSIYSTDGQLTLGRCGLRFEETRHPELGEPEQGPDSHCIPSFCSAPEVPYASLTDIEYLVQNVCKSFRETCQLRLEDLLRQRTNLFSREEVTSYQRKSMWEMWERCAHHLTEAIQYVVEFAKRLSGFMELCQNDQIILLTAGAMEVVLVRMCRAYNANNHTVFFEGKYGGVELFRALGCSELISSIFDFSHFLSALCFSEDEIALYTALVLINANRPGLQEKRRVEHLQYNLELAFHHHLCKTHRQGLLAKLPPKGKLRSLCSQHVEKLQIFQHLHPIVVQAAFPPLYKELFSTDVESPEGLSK
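Drosophila S2 cells stably expressing Gal4-DBD/mouse RORγ fusion under metallothionein promoter plus UAS-luciferase; compound 1 h, then 700 uM CuSO4 induction for 20 h at ambient temperature; inhibition read as reduced luminescence.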
PKM2 act = activators of human pyruvate kinase M2. P14618. purified PKM2, Kinase-Glo ATP luminescence, activation; response scale: 0% is enzyme alone, no compound. Potency, µM (doses to about 57.5 µM), for inactives: at the top dose activation, actives largely listed as activators. 260,000 compounds, 0.34% hits; further: potency means the concentration at half of the fitted maximal effect; on the % scale 0 is the no-effect control and ±100 the full control effect; nearly all actives have a fitted effect of over 55% in size
Target sequence (P14618 whole entry, looked up): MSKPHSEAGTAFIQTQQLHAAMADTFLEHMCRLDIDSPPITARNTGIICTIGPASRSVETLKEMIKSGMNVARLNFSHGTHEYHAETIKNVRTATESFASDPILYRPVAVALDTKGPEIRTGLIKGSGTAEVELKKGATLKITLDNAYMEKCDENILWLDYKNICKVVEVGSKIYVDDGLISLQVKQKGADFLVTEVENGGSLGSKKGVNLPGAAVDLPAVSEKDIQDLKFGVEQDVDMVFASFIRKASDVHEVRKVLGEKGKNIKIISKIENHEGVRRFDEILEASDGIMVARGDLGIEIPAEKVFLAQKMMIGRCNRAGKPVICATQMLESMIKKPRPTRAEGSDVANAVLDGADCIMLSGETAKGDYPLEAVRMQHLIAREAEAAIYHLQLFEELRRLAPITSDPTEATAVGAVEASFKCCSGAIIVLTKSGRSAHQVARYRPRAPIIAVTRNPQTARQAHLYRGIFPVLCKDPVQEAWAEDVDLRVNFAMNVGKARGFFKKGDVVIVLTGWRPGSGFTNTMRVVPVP
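Kinase-Glo luminescence reports ATP generated from ADP (0.1 mM) and PEP (0.5 mM) by purified hPK-M2 after 1 h at room temperature, pH 7.2 imidazole buffer; intermediate enzyme activity allows detecting inhibitors and activators.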
MBNL1 CUG block = blocks human MBNL1 binding to CUG repeat RNA; AID 2675; TR-FRET MBNL1-His/biotin-(CUG)12 binding, 665/545 ratio; Q9NR56; 280,000 compounds, 0.036% hits; Potency, µM (top dose mostly 57.5 µM), inactives show top-dose activity change, negative = inhibition, most hits filed as inhibitors; active means well fitted inhibition curve with a large enough effect in the signal ratio, with a control signal flat, not every such curve was filed as active; inconclusive means small, poorly fitted or top-dose-only effect, or effect the other way, or a change in a side signal; inactive means no such curve, though single readings can be large or run the other way; the % refers to the signal ratio; further: potency means the concentration at half of the fitted maximal effect; on the % scale 0 is the no-effect control and ±100 the full control effect
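Ratiometric TR-FRET (665 over 545 nm, excitation 340 nm) tracks disruption of MBNL1-His/biotin-(CUG)12 complex after 60 min at room temperature, with compounds at 92 nM to 58 uM final.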
Gal4-VP16 FLuc = Gal4-VP16 reporter inhibition counter-screen; Drosophila S2 Gal4-VP16 UAS-luciferase, luminescence, 20 h; Potency, µM (series often up to 53.6 µM), inactives show at the top dose activity, negative = inhibition, usual class: inhibitors; 310,000 compounds, 3.5% hits; AID 2546;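 further: Gal4-VP16 expression switched on by copper sulfate through the metallothionein promoter; potency means the concentration at half of the fitted maximal effect; on the % scale 0 is the no-effect control and ±100 the full control effect; nearly all actives have a fitted effect of over 50% in size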
NPC1 prom act = activators of NPC1 promoter; 320,000 compounds, 2.4% hits; Huh7 NPC1 promoter luciferase reporter, 24 h; Potency, µM (series often up to 9.22 µM), inactives show at the highest dose activation, actives largely listed as activators;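 further: potency means the concentration at half of the fitted maximal effect; % of control where 0% means no effect; nearly all actives have a fitted effect of over 60% in size; reporter is driven by a mutant NPC1 promoter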
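Luminescence from an NPC1 promoter-driven luciferase reporter in stably transfected Huh7 cells was measured after 24 h compound treatment at 37 °C, followed by 10 min ambient incubation with luciferase detection reagent.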
Starred values were filed as active, the others as inactive; ? = inconclusive; / = not tested or not shown; & = joins results of further samples; [ ] = dose if it differs, or a comment. Unless noted, the call rests on the fitted dose curve; in most records, active means well fitted curve in the direction sought with a large enough effect; inconclusive means small, poorly fitted or top-dose-only effect, or another doubt; inactive means no such curve, though single readings can be large; an effect the other way counts as inactive or inconclusive. A portion of the library; count on the stated rates, not on these rows.

mol | Mito fusion yeast | KCNH2 3.1 block | ELG1 repair inh | Rab9 prom act | FLuc modulator | Menin-MLL TR inh | RORg inh | PKM2 act | MBNL1 CUG block | Gal4-VP16 FLuc | NPC1 prom act
CC12CC[C@H]3[C@@H](CCC4(O)C[C@H](O)CCC34/C=N/NC(=O)c3ccccc3F)C1(O)CCC2C1=CC(=O)OC1 (stereo not given in full) | 3% | -4 | ? | -3% | -16% | / | 7% | -2% | -2% | -10% | 3%
CC(=O)Nc1ccccc1C(=O)C(=O)Nc1cccc(C(=O)N2CCC3(CC2)OCCO3)c1 | 2% | 10 | 0% | 29% | 0% | 10% | -9% | / | 5% | -9% | 11%
O=C1NC(=O)N(c2ccc(F)cc2)C(=O)/C1=C/c1ccc2c(c1)CCCN2Cc1ccccc1 | 7% | -3 | ? | 1% | -12% | 2% | -17% | 14% | 3% | -13% | -1%
CC(=O)N1c2ccc(S(=O)(=O)N3CCCC(C(=O)Nc4cc(C)cc(C)c4)C3)cc2CC1C (stereo not given) | 4% | -19 | ? | -11% | 5% | 6% | 28% | 0% | -5% | -2% | -4%
COc1ccc(-n2c(-c3ccco3)nc3ccccc3c2=O)cc1 | 14% | 10 | -9% | -5% | 4% | -6% | 36% | -2% | ? | 25% | -1%
CC1CCC(NC(=O)CNC(=S)N2CC3CC(C2)c2cccc(=O)n2C3)CC1 (stereo not given) | 19% | 13 | ? | -2% | 0% | 16% | -3% | / | 13% | -5% | 0%
O=C1CC(c2ccccc2)CC(O)=C1C=NCCN1CCN(C(=O)Cc2ccccc2)CC1 (stereo not given) | -1% | -13 | 25% | -2% | -2% | -8% | -4% | 2% | 1% | -1% | 1%
COC(=O)c1ccc(COc2cc(C)cc3oc(=O)c4c(c23)CCCC4)o1 | -2% | -30 | ? | 3% | 1% | 2% | ? | -1% | 6% | -3% | 0%
CN1C(=O)/C(=C\N2CCc3ccccc32)C(=O)NC1=S | -1% | -19 | 29% | 2% | -10% | ? | 5% | -11% | 7% | 4% | 3%
CN(C)C(CNC(=O)Cc1ccc(Br)cc1)c1ccccc1 (stereo not given) | -5% | 8 | 12% | 0% | -2% | 5% | 6% | 3% | -2% | 1% | -3%
Cc1ccccc1Cn1cnc2c(oc3ccccc32)c1=O | -2% | 2 | ? | 3% | -9%&-8% | -14% | 4µM* | -1% | 4% | 26% | 1%
CN1CCN(c2cccc3c2C(=O)c2ccccc2C3=O)CC1 | 0% | -6 | ? | 15% | ? | -14% | ? | 2% | / | -3% | 0%
CN1CC2([N+](=O)[O-])CC=C(Cl)C([N+](=O)[O-])(C1)C2 (stereo not given) | 0% | 2 | 8% | 8% | -1% | 11% | 4% | -1% | -4% | -29% | 0%
Clc1cccc(C2NCc3ccccc3-n3cccc32)c1 (stereo not given) | 4% | 7 | ? | -1% | 1% | / | 21% | 0% | -5% | -1% | 0%
Cc1cccc(C(O)(C(=O)NNC(=O)CN2CCN(C)CC2)c2cccc(C)c2)c1 | -2% | 9 | 15% | -5% | 7% | -8% | -17% | 5% | -2% | -13% | -4%
CC1CCCCC1NC(=O)CNC(=S)N1CC2CC(C1)c1cccc(=O)n1C2 (stereo not given) | / | -2 | 10% | 0% | 2% | 4% | -2% | / | 3% | -1% | -3%
CC1CCCN(c2ccc(C(=O)N3CCC4(CC3)OCCO4)cc2[N+](=O)[O-])C1 (stereo not given) | 1% | 5 | 0% | -1% | 0% | -2% | -1% | -1% | ? | -12% | -8%
O=c1cccc2n1CC1CC2CN(c2ncnc3c2cnn3-c2ccc(Cl)cc2)C1 (stereo not given) | -2% | -16 | 14% | 0% | ? | 6% | -2% | 1% | -12% | 1% | 3%
Clc1ccc(C2N3CCCN23)c(Cl)c1 (stereo not given) | 0% | -17 | 16% | 0% | 0% | -2% | 23% | -3% | -5% | 2% | 1%
Cc1ccc(OCC(=O)N/N=C\c2ccc(O)c([N+](=O)[O-])c2)c([N+](=O)[O-])c1 | -6% | 10 | -24% | -3% | 27µM* | 1% | 20% | 8% | ? | 20% | 1%
O=C(c1cccc2ccccc12)C1CCCN(C2CCC2)C1 (stereo not given) | -6% | 15 | 14% | -15% | -2% | -7% | -29% | -10% | 9% | -18% | -2%
Cc1ccc(N(C)C(=O)Oc2ccc(C(=O)c3ccc(Cl)cc3)cc2)cc1 | 0% | -9 | 8% | -6% | 12% | 3% | 6% | 1% | -3% | -12%[0.365 µM] | -1%
O=C1NC(=O)C2(Cc3ccccc3N3CCCC32)C(=O)N1c1cccc(Cl)c1 (stereo not given) | -2% | -13 | 3% | 2% | 1% | -3% | 38% | 10% | -7% | -1% | 1%
COC(=O)c1ccc(-n2c(C)nc3ccccc3c2=O)cc1 | 0% | -6 | -4% | -6% | 2% | 1% | 8% | -7% | 0% | 1% | 2%
Cc1cccc(-n2c(O)c(C=NC34CN5CN(CN(C5)C3)C4)c(=O)[nH]c2=O)c1 | ? | 1 | 22% | -2% | -5% | -4% | 1% | -23% | -8% | -8% | 3%
CC(NCc1ccc(Cl)cc1)C(O)c1ccccc1 (stereo not given) | -23% | -12 | -6% | 17% | 1% | 3% | -9% | 3% | 0% | -1% | -5%
CCCC(C)n1[nH]c(=O)c2c1NC(=O)CSC2c1ccc(OC)cc1 (stereo not given) | 3% | -6 | 1% | -1% | 0% | -15% | -2% | 1% | 0% | 2% | 0%
COC(=O)Cc1cc(=O)n(-c2ccccc2)[nH]1 | -5% | 1 | -2% | 2% | 2% | -5% | ? | 2% | 2% | 10% | -1%
C[C@@H]1O[C@@H](O[C@H]2C[C@@H](O)[C@]3(CO)[C@H]4[C@H](O)C[C@]5(C)[C@@H](C6COC(=O)C6)CC[C@]5(O)[C@@H]4CC[C@]3(O)C2)[C@H](O)[C@H](O)[C@H]1O (stereo not given in full) | 2% | 2 | 1.5µM* | -37%[inhibitor] | 5% | -1% | -7% | -9% | -12% | -4% | -45%[inhibitor]
CCc1cc2c(s1)N(CC(=O)OC)C(=O)CN=C2c1ccccc1OC | 3% | -16 | -4% | 8% | 3% | ? | 3% | -7% | 14% | 3% | -4%
CN1C(=O)C(Cc2cccs2)C(=O)N(C)C1=O | 0% | 2 | 0% | -1% | 2% | 3% | 13% | 3% | 4% | 1% | 1%
COc1cc(/C=N/NP(=S)(c2ccccc2)c2ccccc2)ccc1O | 3% | 9 | 11% | 1% | -4% | ? | -13% | 10% | -2% | 10% | 0%
CCCCCCCC(=O)OCC(O)CO (stereo not given) | 9% | -5 | 3% | -3% | 8% | -4%&4%&0% | -2%&1%&-3% | -13% | ? | 4%&2%&-1% | 1%
O=C(Nc1ccccc1F)OC1CN2CCC1CC2 (stereo not given) | -2% | 10 | 7% | -4% | 0% | / | 2% | 3% | -7% | -6% | -2%
Cc1ccccc1-n1c(-c2ccc([N+](=O)[O-])cc2)nc2ccccc2c1=O | 7% | -26 | -3% | -1% | 0% | -6% | -12% | 3% | ? | -3% | 2%
CCN1C(=O)c2c(C)nc3ccccc3c2C1=O | -2% | 4 | 0% | -2% | 4%[2.3 µM] | 0% | -21% | -3% | ? | -2% | -2%
CCOC(=O)c1ccc(N=Cc2c(O)n(-c3ccc(OC)cc3)c(=S)[nH]c2=O)cc1 | 2% | -17 | 19% | 1% | -1% | ? | 1% | -2% | 9% | ? | -4%
CCOP(=O)(OCC)C(O)c1ccc2c(c1)OCO2 (stereo not given) | -2% | 4 | 9% | 1% | -1% | / | -8% | 0% | -4% | -6% | -3%
Cn1cc(C(=O)OCC(=O)NC2CCCCC2)c2ccccc21 | 2% | 10 | 19% | 3% | 2% | / | / | / | / | / | 1%
CN(C)c1ccc(/C=C/C=C2/C(=O)NC(=O)N(c3ccccc3)C2=O)cc1 | -17% | 6 | ? | -3% | 4.3µM* | ? | ? | -56% | 18% | -4% | 1%
